VIM-2 inh – VIM-2 metallo-beta-lactamase inhibitors, primary screen, biochemical, epi-absorbance readout, Pseudomonas aeruginosa enzyme; purified VIM-2, nitrocefin hydrolysis, epi-absorbance fluorescence; inhibition, % at 5.6 µM; hit rate 0.89% among 290,000;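 active means inhibition above the mean of all tested compounds plus 3 SD, cutoff set per screening run, cut at about 7.5% in these data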;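 further: red hydrolysis product quenches plate fluorescence so inhibitors raise well fluorescence; 0% = enzyme with DMSO and 100% = DMSO without enzyme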
PHOSPHO1 inh – PubChem AID 1565. hit rate 1.1% among 290,000. recombinant PHOSPHO1, absorbance phosphatase assay. inhibition, % at 13.3 µM. Phosphoethanolamine/phosphocholine phosphatase (Homo sapiens), Q8TCT1; in the data active means inhibition above about 60%
Target sequence (Q8TCT1 whole entry, looked up): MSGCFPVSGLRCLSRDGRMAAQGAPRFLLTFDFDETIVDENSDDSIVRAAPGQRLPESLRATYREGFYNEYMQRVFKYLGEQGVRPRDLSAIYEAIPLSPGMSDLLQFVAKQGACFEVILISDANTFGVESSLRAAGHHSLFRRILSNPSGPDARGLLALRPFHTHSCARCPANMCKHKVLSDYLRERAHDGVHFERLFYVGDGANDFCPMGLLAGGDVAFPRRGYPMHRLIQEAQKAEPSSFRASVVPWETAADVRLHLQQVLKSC
DNA FID counter – compounds displacing fluorescent DNA intercalator, primary screen, artefact control for HCV NS3 helicase inhibitor project, biochemical, FID fluorescence; inhibition, % at 7.9 µM; DNA fluorescent intercalator displacement; hit rate 0.17% among 290,000; in the data active means inhibition above about 37%;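 further: 0% = vehicle and 100% = reference compound; higher means more ethidium bromide displaced from hairpin DNA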
GalR3 antag – GalR3 antagonists in HEK293 cells, primary screen, cell-based, fluorescence readout | Galanin receptor type 3 (Homo sapiens), O60755 | AID 651719, 2012 | hit rate 0.44% among 360,000 | inhibition, % at 3 µM | HEK293 GalR3-CNG cAMP membrane potential fluorescence; galR3 body fused to GalR1 C-terminus;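 active means inhibition above the screen-wide average plus 3 SD, cut at about 13% in these data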;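 further: forskolin and galanin both at EC90 stimulate the cells; cAMP rise reported by CNG channel membrane potential dye signal; 0% = forskolin plus galanin with DMSO and 100% = forskolin alone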
HCV NS3 hel inh – inhibitors of HCV NS3 helicase, primary screen, biochemical, Cy5 molecular beacon fluorescence; hit rate 0.56% among 290,000; inhibition, % at 10.9 µM; NS3 helicase DNA unwinding; AID 1800, 2009;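 active means inhibition above the mean of all tested compounds plus 3 SD, set per campaign, cut at about 35% in these data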;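 further: 0% = DMSO wells and 100% = thioflavine S control wells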
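Compound dosing – single dose, 10.9 µM nominal final, DMSO 0.8% final · System – NS3 helicase fragment of HCV · Buffer or medium – MOPS pH 6.5, MgCl2, DTT, Tween20, BSA · Signal – Cy5 beacon fluorescence read at start and 1 h · Also added – annealed dual-labelled DNA beacon duplex, ATP-started · Schedule – 1 h at 25 °C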
V1aR counter – agonists of human V1a receptor, primary screen, counter-screen for OXTR agonist project, fluorescence, CHO-V1R cells. Vasopressin V1a receptor (Homo sapiens), P37288. Fluo-8 calcium fluorescence, agonist mode; 0% DMSO, 100% 3 nM vasopressin. activation, % at 3 µM. hit rate 0.25% among 320,000. AID 2797, 2010;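 active means activation above the mean activation of all tested compounds plus 3 SD, per screening run, cut at about 20% in these data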;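 further: signal is peak over basal fluorescence ratio across a 100 second FLIPR read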
Target sequence (P37288 whole entry, looked up): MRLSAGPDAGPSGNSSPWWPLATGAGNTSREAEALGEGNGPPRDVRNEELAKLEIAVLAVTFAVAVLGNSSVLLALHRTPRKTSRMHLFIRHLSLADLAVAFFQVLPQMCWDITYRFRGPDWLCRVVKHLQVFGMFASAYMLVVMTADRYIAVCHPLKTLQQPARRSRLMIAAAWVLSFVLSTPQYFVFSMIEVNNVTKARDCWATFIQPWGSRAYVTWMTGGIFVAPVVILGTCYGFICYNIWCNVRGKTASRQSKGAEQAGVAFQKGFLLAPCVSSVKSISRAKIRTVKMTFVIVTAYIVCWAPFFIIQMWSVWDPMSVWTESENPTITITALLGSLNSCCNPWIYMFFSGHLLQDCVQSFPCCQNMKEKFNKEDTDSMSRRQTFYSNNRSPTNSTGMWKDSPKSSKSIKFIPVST
GPR7 antag – GPR7 receptor antagonists, primary screen, cell-based, fluorescence, single concentration | AID 1861, 2009 | inhibition, % at 4.4 µM | hit rate 1.1% among 290,000 | GPR7-expressing cells, fluorescence antagonist assay; in the data active means inhibition above about 16%, passing the limit was not always enough;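 further: cells stimulated with the agonist NPW; 0% = agonist with vehicle and 100% = vehicle without agonist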
IMP-1 inh – IMP-1 metallo-beta-lactamase inhibitors, primary screen, biochemical, epi-absorbance readout, Pseudomonas aeruginosa enzyme | inhibition, % at 5.6 µM | hit rate 0.45% among 290,000 | metallo-beta-lactamase IMP-1 (Pseudomonas aeruginosa) | AID 1556, 2009 | purified IMP-1, nitrocefin hydrolysis, epi-absorbance fluorescence;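 active means inhibition above the mean plus 3 SD of all compounds in the same screening run, cut at about 4.5% in these data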;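 further: 0% = IMP-1 with DMSO and 100% = DMSO wells lacking enzyme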
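Assay system: purified IMP-1; Quantity: IMP-1 0.2 nM before substrate addition; Medium: HEPES buffer pH 7.1 with ZnSO4 and Brij 35; Incubation: 15 min enzyme–compound preincubation, then 25 min nitrocefin reaction, 25 °C; Signal: fluorescence quenching readout, ex 480/em 530 nm; Controls: DMSO with and without IMP-1; Repeats: singlicate testing.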
OXTR ag – human OXTR agonists, primary screen, fluorescence, CHO-OTR cells, Fluo-8 calcium | Fluo-8 calcium fluorescence; normalized: DMSO 0%, oxytocin 100% | activation, % at 3 µM | hit rate 0.32% among 320,000 | AID 2435, 2010;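 active means activation above the mean of all tested compounds plus 3 SD, cutoff set per screening run, cut at about 20% in these data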;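 further: peak over basal fluorescence ratio from a 100 s FLIPR kinetic read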
Target sequence (P30559 whole entry, looked up): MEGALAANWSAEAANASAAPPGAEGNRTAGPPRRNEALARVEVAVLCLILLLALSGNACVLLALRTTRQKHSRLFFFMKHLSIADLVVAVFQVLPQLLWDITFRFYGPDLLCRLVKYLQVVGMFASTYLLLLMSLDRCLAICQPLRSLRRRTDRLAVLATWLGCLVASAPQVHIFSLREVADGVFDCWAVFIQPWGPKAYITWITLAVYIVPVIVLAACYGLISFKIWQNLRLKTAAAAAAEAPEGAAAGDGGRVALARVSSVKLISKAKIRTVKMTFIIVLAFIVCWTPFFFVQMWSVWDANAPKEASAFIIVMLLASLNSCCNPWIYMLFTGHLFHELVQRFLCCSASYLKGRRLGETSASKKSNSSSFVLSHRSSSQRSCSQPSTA
* marks the source's active call; other numbers are inactive results.

What do the screens show for `CC(=O)c1sc(-c2ccccn2)nc1C`?
VIM-2 inh: -2.1; PHOSPHO1 inh: -13; DNA FID counter: -1; HCV NS3 hel inh: 7; V1aR counter: -0.2; GPR7 antag: -13; IMP-1 inh: -2.7; OXTR ag: -0.8

How did Cc1ccc(S(=O)(=O)N(C)C)cc1NC(=O)c1ccncc1 do in these assays?
VIM-2 inh: -4.6; PHOSPHO1 inh: 34; DNA FID counter: 0; GalR3 antag: -4; HCV NS3 hel inh: 5; V1aR counter: 1.3; GPR7 antag: -10; IMP-1 inh: -1.0; OXTR ag: 0.8

How did CCOc1ccccc1NC(=O)Nn1cnnc1 do in these assays?
VIM-2 inh: -1.8; PHOSPHO1 inh: 37; DNA FID counter: -4; GalR3 antag: -2; HCV NS3 hel inh: 9; V1aR counter: -0.5; GPR7 antag: -7; IMP-1 inh: -2.9; OXTR ag: -0.1

What do the screens show for `COc1cccc(OC)c1C(=O)N1CCN(Cc2cccnc2)CC1`?
VIM-2 inh: -1.0; DNA FID counter: 4; GalR3 antag: -11; HCV NS3 hel inh: 1; V1aR counter: 0.7; GPR7 antag: -17; IMP-1 inh: 1.4; OXTR ag: 1.6

How did Cc1ccccc1-c1n[nH]c(=S)n1Cc1ccccc1 do in these assays?
VIM-2 inh: 1.9; PHOSPHO1 inh: 21; DNA FID counter: -13; GalR3 antag: -1; HCV NS3 hel inh: -1; V1aR counter: 0.6; GPR7 antag: -14; IMP-1 inh: -3.1; OXTR ag: 0.6

What do the screens show for `COC(=O)c1cccc(NC(=O)c2nn(C)c(=O)c3ccccc23)c1`?
VIM-2 inh: -0.1; PHOSPHO1 inh: -11; DNA FID counter: -16; GalR3 antag: -7; HCV NS3 hel inh: 2; V1aR counter: -0.3; GPR7 antag: 11; IMP-1 inh: -0.2; OXTR ag: -1.6

What do the screens show for `Cc1cccc(OCC(=O)Nc2ccc3c(c2)nc(CCN2CCCCC2)n3C)c1`?
VIM-2 inh: -2.6; PHOSPHO1 inh: 30; DNA FID counter: 16; GalR3 antag: 0; HCV NS3 hel inh: 1; V1aR counter: 0.8; GPR7 antag: -3; IMP-1 inh: -1.2; OXTR ag: 0.5

What do the screens show for `O=C(Cn1cnc2sc3c(c2c1=O)CCCC3)NCC(=O)Nc1ccccc1F`?
VIM-2 inh: -0.2; PHOSPHO1 inh: 26; DNA FID counter: -29; GalR3 antag: -8; HCV NS3 hel inh: -3; V1aR counter: 4.0; GPR7 antag: -5; IMP-1 inh: -1.7; OXTR ag: 2.3

What do the screens show for `OC1CN=C2Sc3ccccc3N2C1` (stereo unspecified)?
VIM-2 inh: -0.6; PHOSPHO1 inh: -4; DNA FID counter: -2; GalR3 antag: 4; HCV NS3 hel inh: 4; V1aR counter: -0.2; GPR7 antag: -7; IMP-1 inh: -1.8; OXTR ag: -0.2

Results for CCc1ccc(NC(=O)c2cccnc2)cc1 ?
VIM-2 inh: -1.6; PHOSPHO1 inh: 38; DNA FID counter: -4; GalR3 antag: -1; HCV NS3 hel inh: 2; V1aR counter: -0.8; GPR7 antag: -8; IMP-1 inh: -3.1; OXTR ag: -0.3

How did COc1ccc(Br)cc1CN1CCN(C(=O)c2ccc(OC)c(OC)c2)CC1 do in these assays?
VIM-2 inh: -2.9; PHOSPHO1 inh: 33; DNA FID counter: -8; GalR3 antag: -8; HCV NS3 hel inh: -7; V1aR counter: 0.6; GPR7 antag: 12; IMP-1 inh: -1.1; OXTR ag: 0.0

What do the screens show for `COc1cccc(-c2noc(Cn3nc(C(=O)O)c4ccccc4c3=O)n2)c1`?
VIM-2 inh: 1.2; PHOSPHO1 inh: 12; DNA FID counter: -25; GalR3 antag: -3; HCV NS3 hel inh: -7; V1aR counter: 0.6; GPR7 antag: -9; IMP-1 inh: -1.9; OXTR ag: 0.8

How did CCc1nc2c(c(=O)c3ccccc3n2C)c(=O)n1-c1ccc(F)cc1 do in these assays?
VIM-2 inh: 3.9; PHOSPHO1 inh: 2; DNA FID counter: -8; GalR3 antag: 1; HCV NS3 hel inh: -4; V1aR counter: -0.3; GPR7 antag: -6; IMP-1 inh: -1.2; OXTR ag: -1.8

What do the screens show for `Nc1cc(Cl)ccc1Oc1ccccc1`?
VIM-2 inh: -1.5; PHOSPHO1 inh: 50; DNA FID counter: -3; GalR3 antag: -5; HCV NS3 hel inh: 2; V1aR counter: -1.8; GPR7 antag: -23; IMP-1 inh: -4.8; OXTR ag: -1.0

Results for COc1ccc(Cl)cc1NC(=O)Cn1cccc1 ?
VIM-2 inh: -3.0; PHOSPHO1 inh: 6; DNA FID counter: 4; GalR3 antag: -6; HCV NS3 hel inh: 8; V1aR counter: -0.6; GPR7 antag: -11; IMP-1 inh: -2.4; OXTR ag: -1.3

What do the screens show for `c1ccc(CSc2ncccn2)cc1`?
VIM-2 inh: -0.1; PHOSPHO1 inh: 6; DNA FID counter: -2; GalR3 antag: -6; HCV NS3 hel inh: 5; V1aR counter: -0.2; GPR7 antag: -6; IMP-1 inh: -4.2; OXTR ag: 1.2

How did Cc1onc(-c2ccccc2Cl)c1C(=O)O/N=C(\N)c1ccc([N+](=O)[O-])o1 do in these assays?
VIM-2 inh: -3.6; PHOSPHO1 inh: -28; DNA FID counter: 4; GalR3 antag: -7; HCV NS3 hel inh: -14; V1aR counter: 0.3; GPR7 antag: 11; IMP-1 inh: -3.6; OXTR ag: -1.8

Results for Cc1sc2ncnc(N3CCCC(C)C3)c2c1C (stereo unspecified) ?
VIM-2 inh: -3.3; PHOSPHO1 inh: -17; DNA FID counter: -3; GalR3 antag: -4; HCV NS3 hel inh: 6; V1aR counter: 0.6; GPR7 antag: 3; IMP-1 inh: -3.0; OXTR ag: -1.0

How did CC(C(=O)O)n1nc(-c2ccccc2)c2ccccc21 (stereo unspecified) do in these assays?
VIM-2 inh: -2.7; PHOSPHO1 inh: 9; DNA FID counter: -16; GalR3 antag: -10; HCV NS3 hel inh: 5; V1aR counter: 0.5; GPR7 antag: -9; IMP-1 inh: -2.6; OXTR ag: -0.2

What do the screens show for `COc1cc(O)c(C(CC(=O)N2CCOCC2)c2ccc3c(c2)OCO3)c(OC)c1` (stereo unspecified)?
PHOSPHO1 inh: 40; GalR3 antag: -2; V1aR counter: -0.3; OXTR ag: 0.3

What do the screens show for `Cc1cc(Cl)cc(C)c1OCCCCCn1ccnc1`?
VIM-2 inh: 1.1; PHOSPHO1 inh: -6; DNA FID counter: 12; GalR3 antag: -10; HCV NS3 hel inh: -36; V1aR counter: 14; GPR7 antag: 2; IMP-1 inh: -4.0; OXTR ag: 5.7

How did COC(=O)C1=C(N)Oc2cc(C)n(Cc3ccncc3)c(=O)c2C1c1cccnc1 (stereo unspecified) do in these assays?
VIM-2 inh: -1.4; DNA FID counter: -2; GalR3 antag: -1; HCV NS3 hel inh: 0; V1aR counter: 0.5; GPR7 antag: -11; IMP-1 inh: -4.6; OXTR ag: 0.1

How did Clc1ccc2[nH]c3c(NCCCN4CCOCC4)ncnc3c2c1 do in these assays?
VIM-2 inh: 9.9*; PHOSPHO1 inh: 7; DNA FID counter: 38*; GalR3 antag: 0; HCV NS3 hel inh: -15; V1aR counter: 0.2; GPR7 antag: 20*; IMP-1 inh: 1.6; OXTR ag: 1.4

What do the screens show for `O=C(O)Cn1c(P(=O)(O)c2ccccc2)nc2ccccc21`?
VIM-2 inh: -3.7; PHOSPHO1 inh: -16; DNA FID counter: 10; GalR3 antag: -4; HCV NS3 hel inh: -6; V1aR counter: 0.4; GPR7 antag: -2; IMP-1 inh: -7.0; OXTR ag: 1.5

Results for CCOC(=O)C1CCN(C(=O)Cn2cnc3sc(C)c(S(=O)(=O)N4CCC(C)CC4)c3c2=O)CC1 ?
VIM-2 inh: -2.3; PHOSPHO1 inh: 31; DNA FID counter: -33; GalR3 antag: -4; HCV NS3 hel inh: 6; V1aR counter: -0.6; GPR7 antag: -3; IMP-1 inh: 0.8; OXTR ag: -1.6

How did CC(=O)c1cccc(NC(=O)CN2CCN(Cc3ccccc3)CC2)c1 do in these assays?
VIM-2 inh: -3.5; PHOSPHO1 inh: 39; DNA FID counter: 5; GalR3 antag: -12; HCV NS3 hel inh: -8; GPR7 antag: -10; IMP-1 inh: -1.1

Results for N#CCC(=O)N/N=C/c1cc([N+](=O)[O-])ccc1N1CCCC1 ?
VIM-2 inh: -1.3; PHOSPHO1 inh: 14; DNA FID counter: -10; GalR3 antag: -2; HCV NS3 hel inh: 15; V1aR counter: 0.5; GPR7 antag: 18; IMP-1 inh: 0.1; OXTR ag: 0.1

How did COc1ccc(/C=C2\Cc3ccccc3C2=O)cc1OC do in these assays?
VIM-2 inh: 1.0; PHOSPHO1 inh: 20; DNA FID counter: -22; GalR3 antag: -9; HCV NS3 hel inh: 13; GPR7 antag: 6; IMP-1 inh: -0.2

Results for CCCOc1ccc(CSC2=NCCN2)cc1[N+](=O)[O-] ?
VIM-2 inh: -1.0; PHOSPHO1 inh: 8; DNA FID counter: 7; GalR3 antag: -4; HCV NS3 hel inh: -17; V1aR counter: 1.5; GPR7 antag: 7; IMP-1 inh: -2.5; OXTR ag: 2.5

Results for Cc1ccc(C(=O)COC(=O)c2ccc3c(c2)C(=O)N(c2cccc4ncccc24)C3=O)cc1C ?
VIM-2 inh: 0.9; PHOSPHO1 inh: 1; DNA FID counter: -7; GalR3 antag: -3; HCV NS3 hel inh: 1; V1aR counter: 1.4; GPR7 antag: 16; IMP-1 inh: 0.5; OXTR ag: 0.6

An excerpt from above in order of count of non-hydrogen atoms, falling:
How did COC(=O)C1=C(N)Oc2cc(C)n(Cc3ccncc3)c(=O)c2C1c1cccnc1 (stereo unspecified) do in these assays?
VIM-2 inh: -1.4; DNA FID counter: -2; GalR3 antag: -1; HCV NS3 hel inh: 0; V1aR counter: 0.5; GPR7 antag: -11; IMP-1 inh: -4.6; OXTR ag: 0.1

Results for N#CCC(=O)N/N=C/c1cc([N+](=O)[O-])ccc1N1CCCC1 ?
VIM-2 inh: -1.3; PHOSPHO1 inh: 14; DNA FID counter: -10; GalR3 antag: -2; HCV NS3 hel inh: 15; V1aR counter: 0.5; GPR7 antag: 18; IMP-1 inh: 0.1; OXTR ag: 0.1

What do the screens show for `Cc1cc(Cl)cc(C)c1OCCCCCn1ccnc1`?
VIM-2 inh: 1.1; PHOSPHO1 inh: -6; DNA FID counter: 12; GalR3 antag: -10; HCV NS3 hel inh: -36; V1aR counter: 14; GPR7 antag: 2; IMP-1 inh: -4.0; OXTR ag: 5.7

High-throughput results deposited in PubChem by several laboratories.
